# Compound activity from PubChem.
# D1 PAM: potentiators of human D1 dopamine receptor; P21728; HEK293 TREx D1 cells, calcium flux, dopamine EC20 potentiation; potentiation, % at 10 µM; 360,000 compounds, 0.036% hits; in the data active = potentiation above about 30%; note: 0% is about no effect
# Target sequence (P21728 whole entry, looked up): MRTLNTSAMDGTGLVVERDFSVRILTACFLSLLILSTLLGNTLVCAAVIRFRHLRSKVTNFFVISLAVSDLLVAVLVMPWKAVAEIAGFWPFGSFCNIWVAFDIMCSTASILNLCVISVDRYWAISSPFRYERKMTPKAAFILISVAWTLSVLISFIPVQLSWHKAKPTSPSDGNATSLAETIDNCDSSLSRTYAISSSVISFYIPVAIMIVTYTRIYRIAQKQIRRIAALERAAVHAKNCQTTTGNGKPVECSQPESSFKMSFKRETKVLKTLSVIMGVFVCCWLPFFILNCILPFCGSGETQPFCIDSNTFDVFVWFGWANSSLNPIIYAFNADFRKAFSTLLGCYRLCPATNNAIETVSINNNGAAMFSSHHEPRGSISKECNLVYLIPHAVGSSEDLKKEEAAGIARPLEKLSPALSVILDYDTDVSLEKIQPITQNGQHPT
# RXFP1 antag: RXFP1 (human) relaxin receptor antagonism. HEK293-RXFP1, relaxin-stimulated cAMP HTRF, 30 min; stronger effect = lower value. Q9HBX9. activity change, negative = inhibition, % at 57.5 µM. 350,000 compounds, 0.59% hits. AID 1259400;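 active = activity change of -60% or lower, but not beyond a set lower limit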; note: % is set by controls: 0 for no effect and ±100 for the full control effect
# RXFP1 ag: activates the human relaxin receptor RXFP1. Q9HBX9. HEK293T-RXFP1 cAMP TR-FRET, 30 min; response scale: percent of porcine relaxin response, buffer zero. Potency, µM (titrated, usually from 57.5 µM), for inactives: at the top dose activation, hits mostly activators. 370,000 compounds, 0.3% hits. AID 2676; active = well fitted activation curve with a large enough effect; note: potency is the fitted concentration of half-maximal effect; % is set by controls: 0 for no effect and ±100 for the full control effect; nearly all actives have a fitted effect of over 60% in size; many of its hits are not listed in these tables
#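 HEK293 cells stably expressing RXFP1, treated 30 min at 37C with compounds plus PDE4 inhibitor Ro 20174; cAMP measured by HTRF TR-FRET. Normalized to buffer and 29 nM porcine relaxin; EC50 by Hill fit.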
# D1 agonist: agonists of human D1 dopamine receptor | P21728 | HEK293 T-REx D1 cells, calcium flux, agonist mode | activation, % at 2 µM | 360,000 compounds, 1% hits; in the data active = activation above about 30%; note: 0% is about no effect
#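 Agonism was scored from calcium flux recorded over 180 s (1 read/s) after pintool compound addition, following a 10-cycle baseline. Cells were inducible force-coupled HEK293 TREx D1, plated overnight at 30 C and loaded with no-wash calcium dye.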
# D2 antag: D2 dopamine receptor (human) antagonism. P14416. inhibition, % at 10 µM. HEK293 TREx D2 cells, calcium flux, dopamine EC80. 340,000 compounds, 2% hits; in the data active = inhibition above about 30%; note: 0% is about no effect
# Target sequence (P14416 whole entry, looked up): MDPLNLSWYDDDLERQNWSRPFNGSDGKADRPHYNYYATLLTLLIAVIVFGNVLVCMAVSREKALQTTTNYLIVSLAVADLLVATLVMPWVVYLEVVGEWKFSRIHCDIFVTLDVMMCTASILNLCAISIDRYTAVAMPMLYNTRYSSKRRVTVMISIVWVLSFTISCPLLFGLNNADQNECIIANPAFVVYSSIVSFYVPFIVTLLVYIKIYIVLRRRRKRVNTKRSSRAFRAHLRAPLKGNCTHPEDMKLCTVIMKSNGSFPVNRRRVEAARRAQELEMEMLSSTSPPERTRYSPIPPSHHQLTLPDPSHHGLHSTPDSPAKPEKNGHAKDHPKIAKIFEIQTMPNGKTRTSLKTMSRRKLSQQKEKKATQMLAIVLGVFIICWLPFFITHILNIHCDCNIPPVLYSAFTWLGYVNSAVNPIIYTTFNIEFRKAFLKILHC
#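 HEK293 T-REx D2 cells, tet-induced, calcium dye no-wash. Cpd pintool add, 180 s kinetic, then EC80 DA, 180 s kinetic. Ca flux read.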
# D2 potentiator: positively modulates the human D2 dopamine receptor allosterically; P14416; potentiation, % at 10 µM; AID 485347; 340,000 compounds, 0.34% hits; HEK293 T-REx D2, calcium flux, EC20 dopamine potentiation;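 active = potentiation over 3 SD above the plate norm, cut at about 30% in these data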; note: 0% is about no effect
#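 Cells plated with tetracycline inducer and held overnight at 30 C; calcium dye loaded 30–90 min at room temperature; baseline taken, compound added and read 180 s; EC20 dopamine then added and read 180 s.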
# D2 agonist: agonists of human D2 dopamine receptor | 340,000 compounds, 0.53% hits | HEK293 T-REx D2 cells, calcium flux agonist mode | AID 485358 | activation, % at 2 µM | P14416;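 active = activation over 3 SD above normal in the single-dose calcium agonist read, cut at about 30% in these data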; note: 0% is about no effect
#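 Agonism scored from kinetic calcium signal (1 read/sec, 180 s) following compound pin transfer, after a 10 s baseline. Cells: HEK293 Trex line expressing inducible D2 receptor coupled to calcium, dye-loaded after overnight culture at 30 C.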
# D1 antagonist: antagonists of human D1 dopamine receptor | 360,000 compounds, 3.2% hits | AID 504652 | activity change, negative = inhibition, % at 10 µM | HEK293 TREx D1 cells, calcium flux, dopamine EC80; stronger effect = lower value; in the data active = activity change below about -30%; note: % is set by controls: 0 for no effect and ±100 for the full control effect
#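 Tetracycline-induced HEK293 T-REx cells with force-coupled D1 receptor were loaded with a no-wash calcium dye. Compound was added after a 10 s baseline and read kinetically for 180 s; EC80 dopamine was then added and calcium flux followed another 180 s.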
# TRHR enhancer: TRH receptor (human) allosteric enhancement. P34981. TRHR cells, fluo-8 calcium fluorescence, EC20 TRH enhancement. enhancement, % at 2 µM. 360,000 compounds, 0.66% hits. AID 493056; in the data active = enhancement above about 30%; note: 0% is about no effect
#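 Enhancer read-out: after compound pinning and an initial kinetic agonist-mode read, an EC20 of TRH (10 nM final) was injected and fluo-8 calcium signal (Ex 480/Em 530) followed at 1 s/cycle for 100 cycles in TRHR-expressing cells.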
# Active calls of the source: *; · = not tested or not shown; & = joins results of further samples. An excerpt (hit frequency here may not be typical).
nr	Compound	D1 PAM	RXFP1 antag	RXFP1 ag	D1 agonist	D2 antag	D2 potentiator	D2 agonist	D1 antagonist	TRHR enhancer
1	COc1cc(C(=O)Nc2ccc(Br)cc2C(=O)c2cc(OC)c(OC)c(OC)c2)cc(OC)c1OC	-8	-10	1.2%	2	-11	10	0.4	0	5
2	Nc1cccc(-c2cn(-c3cc4cc(C#CC5(O)CCCCC5)ccc4oc3=O)nn2)c1	-7	·	0.9%	4	-15	6	1.9	·	-6
3	N#Cc1ccc(C(=O)N/N=C/c2cn(CC(=O)O)c3ccccc23)c(F)c1	-1	-7	-1.9%	4	-11	2	-1.4	-24	8
4	CC1=CC(C)(C)N2C(=O)C3(NCCc4c3[nH]c3ccccc43)c3cc(C)cc1c32 (stereo not given)	1	-10	5.3%	1	-11	15	0.4	16	9
5	CCCC12CN3CC(C)(CN(C1)C3c1ccccc1Cl)C2=O (stereo not given)	-4	9	0.5%	-1	·	10	0.6	-4	24
6	COc1cc(O)c(C(CCN2CCN(c3ccccc3)CC2)c2ccc(N(C)C)cc2)c(OC)c1 (stereo not given)	-9	·	-0.4%	1	32*	-17	0.7	-80*	-1
7	COc1ccc(N2CCN(C(=O)c3oc4ccccc4c3C)CC2)cc1	-10	-8	0.6%	1	13	-6	-0.8	-27	-1
8	O=C(CNC(=O)C1CCCCC1)OC(C(=O)c1ccccc1)c1ccccc1 (stereo not given)	0&-5	·	1.1%	3&0	-17	-1	-1.3	3	-5&3
9	COc1ccc(-c2cc(C(F)(F)F)nc(N3CCN(c4ccc(F)cc4)CC3)n2)cc1OC	-3	-15	-0.6%	3	-9	15	0.6	-3	3
10	CCCn1c(=N)c(S(=O)(=O)c2ccccc2)cc2c(=O)n3cccc(C)c3nc21	·	-17	3.9%	5	-7	-2	1.2	-3	2
11	CN1CCN(C2=Cc3cc(Cl)ccc3Sc3cc(F)ccc32)CC1	-4	-8	-4.5%	0	7	-8	0.2	-9	8
12	COc1ccc(C)cc1NC(=O)c1oc2ccc(S(=O)(=O)N3CCOCC3)cc2c1C	2	-12	2.1%	-2	·	-19	·	4	-1
13	CCOc1ccc2[nH]c(=O)c(CN(CC3COCCO3)C(=O)c3ccco3)cc2c1 (stereo not given)	-6	7	-1.6%	1	9	2	-0.2	-3	0
14	c1ccc2[nH]c(-c3ccncc3)nc2c1	1&-1	-8	-0.3%&0.2%	3&0	0&14	22&22	-0.6&-0.7	7&6	11&2
15	CC(C)Oc1cc(NC(=O)CSCC(=O)Nc2cccc(C(F)(F)F)c2)c(Cl)cc1Cl	1	-12	2.5%	7	25	-2	3.5	4	-6

# Reprinted from the part before: three compounds, followed by the next part.
nr	Compound	D1 PAM	RXFP1 antag	RXFP1 ag	D1 agonist	D2 antag	D2 potentiator	D2 agonist	D1 antagonist	TRHR enhancer
13	CCOc1ccc2[nH]c(=O)c(CN(CC3COCCO3)C(=O)c3ccco3)cc2c1 (stereo not given)	-6	7	-1.6%	1	9	2	-0.2	-3	0
14	c1ccc2[nH]c(-c3ccncc3)nc2c1	1&-1	-8	-0.3%&0.2%	3&0	0&14	22&22	-0.6&-0.7	7&6	11&2
15	CC(C)Oc1cc(NC(=O)CSCC(=O)Nc2cccc(C(F)(F)F)c2)c(Cl)cc1Cl	1	-12	2.5%	7	25	-2	3.5	4	-6
16	CCC(C)NC(=O)C1CCCN(C(=O)NC2CCCCC2)C1 (stereo not given)	10	-6	-2.2%	0	6	-2	-0.3	-4	0
17	COc1ccc(C(CNC(=O)c2cc(=O)[nH]c3ccccc23)N2CCCC2)cc1 (stereo not given)	-7	-10	-3.5%	5	10	-8	0.4	-38*	-1
18	CC(OC(=O)c1ccc2c(=O)n3c(nc2c1)CCCCC3)C(=O)Nc1ccc(Cl)cn1 (stereo not given)	-3	-9	3.5%	0	-2	3	-0.4	-2	-6
19	Cc1cc(C)c(S(=O)(=O)Nc2cccnc2)c(C)c1	1	10	0.2%	1	-16	·	0.7	-8	-1
20	CCOC(=O)C1CCCN(S(=O)(=O)c2ccc3c4c(cccc24)C(=O)N3CC)C1 (stereo not given)	·	1	7.3%	10	12	-2	-0.6	-32*	-4
21	CCOC(=O)c1c(N)n(-c2cccc(OC)c2)c2nc3ccccc3nc12	-6	·	-4.5%	2	·	-7	·	0	-4
22	CCn1ncc(Cl)c1C(=O)Nc1ccc2c(c1)CCC2	-4	·	0.0%	1	-1	-8	-1.1	5	0
23	COc1ccc(N=NC2=C(O)CC(C)(C)CC2=O)cc1	-4	7	1.8%	5	-4	14	-1.7	-9	6
24	CC(NCC(=O)Nc1cc(S(=O)(=O)N2CCOCC2)ccc1N1CCOCC1)c1ccco1 (stereo not given)	-4	-7	-0.1%	0	64*	8	1.5	6	3
25	CC(C)(C)c1ccc(C(=O)NCC(c2cccs2)S(=O)(=O)c2ccc(F)cc2)cc1 (stereo not given)	-2	·	0.8%	21	·	21	0.0	·	12
26	Cc1c(/C=N/NC(=O)CNc2ccccc2)c2ccccn2c1C(=O)c1ccncc1	-3	-3	-0.4%	2	-1	-6	-0.4	9	-1
27	O=C(Nc1cccc(Br)c1)c1ccc(Cl)c(S(=O)(=O)N2CCOCC2)c1	2	-29	0.1%	0	6	8	-0.1	5	2
28	CCCc1cc(-c2ccc(O)c(OCC)c2)c(C#N)c(N)n1	-5	13	1.5%	1	10	10	0.2	-9	-3
29	Cc1ccc2c(c1)N(CC(=O)N(Cc1ccccn1)Cc1ccco1)C(=O)C(C(C)C)O2 (stereo not given)	-2	-11	2.0%	0	12	-1	0.1	21	-13
30	COc1ccc(N2C(=O)c3cc4ccccc4cc3C2=O)cc1	-8	-2	3.4%	1	3	-2	-0.9	-4	0
31	O=C(CSc1ncn[nH]1)NCc1ccccc1Cl	-1	3	-2.4%	5	·	·	·	1	0
32	COc1ccc(-c2nc(CNC(=O)Nc3ccccc3)c(C)o2)cc1	0	-10	0.6%	2	·	-2	3.6	4	-1
33	Cc1cc(N2CCN(Cc3cn(C)nc3-c3cccc(Cl)c3)CC2)cc(C)n1	-5	-34	1.1%	11	13	-6	2.0	11	-9
34	Cn1cccc1Cc1nnc(SCC(=O)NC2CCCC2)n1CCc1ccccc1	0	·	0.6%	2	-9	0	-0.2	1	-3
35	COc1ccc(CCn2c(=N)c(S(=O)(=O)c3ccc(C)cc3)cc3c(=O)n4ccccc4nc32)cc1	2	0	0.7%	3	-7	-1	3.1	5	4
36	CCC1CN(C(=O)Nc2ccc(Br)cc2F)c2ccccc2S1 (stereo not given)	0	-6	2.0%	1	·	2	-0.7	7	10
37	Cc1ccc(OCCCCc2c(C)n[nH]c2C)cc1	-5	-11	1.2%	13	1	1	-0.4	-12	-5
38	CCN(CC)S(=O)(=O)c1ccc(C(=O)Nc2ccc(C(F)(F)F)n(C)c2=O)cc1	2	4	6.0%	5	-3	10	0.4	0	7
39	CSCCC(NC(=O)c1ccco1)C(=O)O (stereo not given)	-1	1	-1.1%	1	-12	31*	0.6	13	9
40	CCOC(=O)Cn1nc(-c2ccccc2)c2ccccc2c1=O	-4	9	-1.2%	-1	-3	-4	-0.8	2	-1
41	CN(C(=O)c1cncc(Br)c1)c1c(N)n(Cc2ccccc2)c(=O)[nH]c1=O	5	-70*	-0.4%	2	1	-7	0.4	0	-3
42	Cc1nc2nc(CSc3ccc(Cl)cc3)cc(=O)n2[nH]1	1	4	1.8%	2	-13	1	0.5	3	-1
43	COc1ccc(-n2c3c(cc(C(=O)Nc4cccc(C)n4)c2=O)C(=O)CC(C)(C)C3)cc1	2	12	1.1%	2	2	1	0.2	-3	-2
44	COc1cccc(-c2nn(-c3ccccc3)cc2CN(C)C(C)c2ccncn2)c1 (stereo not given)	-4	-11	-0.9%	2	-5	-1	-0.3	0	2
45	O=C(Nc1ccn([C@H]2CC[C@@H](CO)O2)c(=O)n1)c1ccccc1	-2	19	0.1%	1	-9	-7	0.1	-7	1
46	Cc1ccc(NC(=O)c2nnn(CC(=O)Nc3ccccc3)c2N)cc1C	-11	-11	0.9%	5	-24	6	-0.3	2	2
47	Cc1cc(C)c(C#N)c(SCc2ccccc2[N+](=O)[O-])n1	-11	-6	1.6%	3	-11	2	-1.0	-8	4
48	COc1ccc(-c2nc(Cn3c(SCc4ccc(C)cc4)nc4cccnc43)c(C)o2)cc1OC	3	0	5.3%	7	·	-4	0.9	0	-4
49	Cc1ccc(Sc2cnn(-c3ccccc3)c(=O)c2Cl)cc1	1	-19	9.7%	4	7	5	-0.5	-20	-8
50	Cc1nn(Cc2ccc(F)cc2)c(C)c1NC(=O)c1cc(-c2ccc3c(c2)OCO3)on1	-4	7	-0.5%	12	-11	12	0.9	-15	2
51	O=C1[C@@H]2CSCN2C(=O)CN1Cc1ccccc1F	-7	0	8.2%	5	-6	3	0.5	-7	1
52	COc1ccc(Br)cc1CNC(=O)CN1C(=O)CCCc2ccccc21	3	3	-1.3%	-2	·	-20	0.0	10	23
53	CCc1ccc(NC(=O)N(C2CCCCC2)C(C)c2cccnc2)cc1 (stereo not given)	-2	-7	-0.7%	0	0	-4	0.7	-6	10
54	OCC#CCSc1nnc(-c2ccc(Br)cc2)o1	-9	20	0.0%	7	-15	9	0.1	11	-10
55	C=CCn1c(C2CC(=O)N(c3ccc(C)cc3)C2)nc2ccccc21 (stereo not given)	4	-12	1.2%	2	-3	-8	-0.5	15	2
56	O=S(=O)(NCc1csc(-c2ccccc2)n1)c1ccccc1	-1	2	4.0%	-1	·	-4	0.5	2	-1
57	O=C(CN1CCCCC1)N/N=C/c1ccccc1OCc1ccccc1	-1	-8	1.3%	-1	6	-1	-4.0	7	-3
58	N#Cc1c(-c2ccccc2)nc(-c2ccccc2)[nH]c1=O	-3	5	2.0%	3	7	-4	-0.1	6	1
59	CCOC(=O)N1CCN(CC(O)COC(CC)c2ccccc2)CC1 (stereo not given)	-2	-1	3.5%	2	1	-9	0.7	7	-4
60	S=c1[nH]nc(Cn2cnc3ccccc32)n1-c1ccccc1	-5	2	1.6%	2	15	-4	0.2	-3	19
61	COc1ccccc1N1CCN(C(=O)c2cnn(-c3cccc(Cl)c3)c2C2CCN(C(=O)OC(C)(C)C)CC2)CC1	-3	-14	1.9%	1	·	5	-1.2	2	-3
62	COc1cc(/C=N/NS(=O)(=O)c2ccc(Br)cc2)ccc1O	17	2	-1.2%	9	2	7	-0.3	12	-1
63	O=C(Nc1nc2cc3c(cc2s1)OCO3)C1=COCCO1	-8	-7	2.7%	2	12	14	1.3	14	-2
64	Cc1cc(NC(=O)CSc2ncnc3c2cnn3-c2ccccc2)no1	·	-10	15%	8	-1	3	0.4	-29	-1
